NPY-Y1 antag = NPY-Y1 receptor antagonists, primary screen, cell-based; Neuropeptide Y receptor type 1 (Homo sapiens), P25929; HEK293-CNG Y1 cells, membrane potential fluorescence; NPY at EC95, then isoproterenol; inhibition, % at 3.6 µM; 200,000 tested, 1% active;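 active = inhibition above the campaign mean inhibition of all tested compounds plus 3 SD, cut at about 20% in these data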;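 note: 0% = DMSO wells given NPY plus isoproterenol and 100% = isoproterenol alone without NPY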
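Material: HEK293 Y1/CNG channel cell line; also added: NPY (25 nM), isoproterenol (1 µM), Ro 20-1724 (25 µM); doses: one concentration, 3.6 µM, in 0.4% DMSO; schedule: compound incubation 1 h at room temperature, readout 45 min post-stimulation; technique: membrane potential fluorescence; measure: fluorescence ratio normalized to % inhibition between controls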
RBBP9 inh = human RBBP9 inhibitors, primary screen, biochemical, fluorescence polarization, FP-Rh probe, HTS; Serine hydrolase RBBP9 (Homo sapiens), O75884; recombinant RBBP9; inhibition, % at 7.94 µM; 220,000 tested, 0.2% active; AID 1515, 2009;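 active = inhibition above the campaign mean of all tested compounds plus 3 SD, cut at about 14% in these data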;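 note: plate controls were DMSO wells with RBBP9 for no effect and wells lacking RBBP9 protein for full effect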
Target sequence (O75884 whole entry, looked up): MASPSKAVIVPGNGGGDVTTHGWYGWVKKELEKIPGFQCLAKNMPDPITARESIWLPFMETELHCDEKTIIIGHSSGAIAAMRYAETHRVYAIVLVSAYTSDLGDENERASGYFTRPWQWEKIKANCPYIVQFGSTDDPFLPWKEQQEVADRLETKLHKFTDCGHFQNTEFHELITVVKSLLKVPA
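System: RBBP9 protein | Quantity: 2.5 µM RBBP9 dispensing solution, before mixing | Reagent: FP-Rh probe, 375 nM dispensing solution | Timing: Enzyme-compound preincubation 30 min, then probe labeling 45 min, 25 °C | Measured by: Fluorescence polarization | Read-out: % inhibition | Replication: One well per compound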
NPY1 pot ag = NPY-Y1 receptor potentiators or agonists, primary screen, cell-based; NPY-Y1 expressing cells, potentiator/agonist activation; activation, % at 3.6 µM; 220,000 tested, 0.37% active; Neuropeptide Y receptor type 1 (Homo sapiens), P25929; in the data active = activation above about 33%, passing the limit was not always enough;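 note: cells stimulated with NPY at EC10 then isoproterenol at EC100; 0% = low agonist plus stimulus and 100% = saturating agonist plus stimulus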
p97 ATPase inh = inhibitors of human p97 ATPase, primary screen, biochemical; Transitional endoplasmic reticulum ATPase (Homo sapiens), P55072; recombinant p97 ATPase, Kinase-Glo ATP luminescence, 3 h; inhibition, % at 8 µM; 220,000 tested, 0.42% active; AID 1481, 2009; in the data active = inhibition above about 15%;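 note: 0% = DMSO vehicle and 100% = wells lacking enzyme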
Runt-CBFb FRET = inhibitors of RUNX1 Runt–CBFb binding, primary screen, biochemical, FRET, Cerulean-Runt, Venus-CBFb, uHTS | Runt-related transcription factor 1 (Homo sapiens) + Core-binding factor subunit beta … | Cerulean-Runt/Venus-CBFb FRET ratio 530/480, 1 h | inhibition, % at 20 µM | 220,000 tested, 0.46% active;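 active = inhibition over about 50% at 20 µM in the single-dose screen, limit read from the data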;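 note: 0% = DMSO wells and 100% = excess unlabeled CBFb competitor control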
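Reagent – Venus-CBFb binding partner, 100 nM · Assay system – Cerulean-tagged RUNX1 Runt domain (FRET donor) fusion protein · Input – 100 nM per protein · Incubation – two 1 h room-temperature incubations shielded from light · Measured by – FRET fluorescence · Medium – Tris buffer pH 7.5 with salts and BSA · Benchmarks – unlabeled CBFb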
Mdm2 ligase inh = MDM2-luciferase reporter signal enhancers, primary screen, MDM2 E3 ligase inhibitor project, cell-based, luminescence, 1536-well; E3 ubiquitin-protein ligase Mdm2 (Homo sapiens), Q00987; cell-based MDM2 ubiquitination luciferase reporter, 2 h; 0 = plate control, 100 = twice control, blank-subtracted; signal enhancement, % at 5 µM; 210,000 tested, 0.11% active;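 active = signal enhancement of 30% or more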;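 note: luminescence tracks abundance of the self-degrading MDM2-luciferase fusion protein; higher signal means inhibition of MDM2 E3 ligase activity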
Target sequence (Q00987 whole entry, looked up, the tested form may be a part): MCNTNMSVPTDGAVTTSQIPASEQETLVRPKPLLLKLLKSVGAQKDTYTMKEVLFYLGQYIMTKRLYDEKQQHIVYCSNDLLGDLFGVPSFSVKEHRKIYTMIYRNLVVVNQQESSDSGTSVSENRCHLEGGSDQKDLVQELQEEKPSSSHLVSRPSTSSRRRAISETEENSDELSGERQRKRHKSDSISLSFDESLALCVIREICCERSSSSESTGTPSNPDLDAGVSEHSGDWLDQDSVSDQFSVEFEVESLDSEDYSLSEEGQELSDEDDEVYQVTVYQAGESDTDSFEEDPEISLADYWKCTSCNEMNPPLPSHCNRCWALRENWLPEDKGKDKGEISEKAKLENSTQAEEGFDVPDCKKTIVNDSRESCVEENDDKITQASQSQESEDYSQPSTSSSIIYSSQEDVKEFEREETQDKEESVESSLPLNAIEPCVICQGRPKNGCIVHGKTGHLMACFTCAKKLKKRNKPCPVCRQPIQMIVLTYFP
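Buffer or medium: Cells held in DMEM | Assay system: Stable mammalian line carrying autodegrading MDM2–luciferase fusion reporter | Quantity: 2000 cells/well | Times: 4 h settle plus 2 h compound, 37 °C | Doses: One concentration, 5 µM, with 0.2% DMSO | Technique: Luminescence with SteadyLite reagent, 15 min at room temperature | Benchmarks: Plate controls and plate blanks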
Runt-SMMHC FRET = inhibitors of RUNX1 Runt–CBFb-SMMHC binding, primary screen, biochemical, FRET, Cerulean-Runt, Venus-CBFb-SMMHC, uHTS; Cerulean-Runt/Venus-CBFb-SMMHC FRET ratio 530/480, 1 h; inhibition, % at 20 µM; 220,000 tested, 0.74% active;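 active = mean inhibition across duplicate retests at 20 µM reaching about 50%, limit read from the data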;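 note: 0% = DMSO wells and 100% = wells with excess untagged CBFb-SMMHC; inhibitors lower the FRET ratio by blocking Runt binding to CBFb-SMMHC; some results filed as inactive read as strong as hits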
NPY2 pot ag = NPY-Y2 potentiators or agonists, primary screen, cell-based; cells expressing NPY-Y2, potentiator/agonist read-out; activation, % at 3.6 µM; Neuropeptide Y receptor type 2 (Homo sapiens), P49146; 220,000 tested, 0.45% active; in the data active = activation above about 27%;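 note: cells stimulated with NPY near EC25 plus isoproterenol at EC100; 0% = vehicle plus submaximal agonist and 100% = vehicle plus saturating agonist; some results beyond the cut were filed as inactive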
Target sequence (P49146 whole entry, looked up): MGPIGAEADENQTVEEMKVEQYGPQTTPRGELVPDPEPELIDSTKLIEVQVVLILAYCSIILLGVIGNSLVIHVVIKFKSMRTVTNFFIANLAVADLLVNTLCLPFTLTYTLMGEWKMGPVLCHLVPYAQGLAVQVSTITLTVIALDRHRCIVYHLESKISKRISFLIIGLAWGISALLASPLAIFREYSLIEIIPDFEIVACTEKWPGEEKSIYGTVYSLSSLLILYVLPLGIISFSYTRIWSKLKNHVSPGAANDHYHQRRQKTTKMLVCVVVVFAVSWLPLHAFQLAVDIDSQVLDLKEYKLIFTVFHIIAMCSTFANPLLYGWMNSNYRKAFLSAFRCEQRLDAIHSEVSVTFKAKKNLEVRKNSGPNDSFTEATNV
Hck-Nef inh = inhibitors of Nef-activated human Hck kinase, primary screen, biochemical, Z-Lyte FRET, 384-well, Hck-YEEI; Tyrosine-protein kinase HCK (Homo sapiens), P08631; Recombinant Hck-YEEI plus Nef, Z-Lyte FRET kinase assay; inhibition, % at 20 µM; 220,000 tested, 0.68% active; AID 463187, 2010;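 active = Hck-Nef kinase inhibition above about 50%, limit read from the data; inactive = inhibition below that limit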;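 note: 0% = DMSO with Hck plus Nef and 100% = Hck alone without Nef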
Starred values were filed as active, the others as inactive; . = not tested or not shown.

compound | Mdm2 ligase inh | NPY2 pot ag | Runt-CBFb FRET | Runt-SMMHC FRET | NPY1 pot ag | Hck-Nef inh | NPY-Y1 antag | RBBP9 inh | p97 ATPase inh
CCc1nc(SCC(=O)c2cccc([N+](=O)[O-])c2)n[nH]1 | -9 | 4 | 4 | -8 | 0 | 3 | 0 | 2 | 4
CCOC(=O)c1cnn2c(C(F)(F)F)cc(-c3ccccc3)nc12 | 1 | 3 | -3 | 4 | -6 | -2 | 6 | -7 | -2
CCOC(=O)C1=C(O)C(=O)N(c2ccc(S(N)(=O)=O)cc2)C1c1ccc(Cl)cc1 (centres undefined) | -32 | -1 | -4 | -3 | 1 | 0 | -7 | 0 | 5
COc1cc(/C=N/N=C2/NC(=O)C(CC(=O)O)S2)ccc1OCc1cccc(Cl)c1 (centres undefined) | -15 | -12 | -3 | -1 | -9 | 25 | 5 | -11 | -2
CCOc1ccc(/C=N/NC(=O)CC(=O)Nc2ccc(Cl)c(Cl)c2)cc1 | -2 | 7 | 3 | -4 | 11 | 7 | 1 | -3 | 7
CC(=O)Nc1cccc(OCC(=O)NCCC2=CCCCC2)c1 | -6 | -14 | 0 | 1 | -4 | 19 | 2 | 0 | 2
O=C(c1ccc(COc2c(F)c(F)c(F)c(F)c2F)o1)N1CCN(Cc2ccc3c(c2)OCO3)CC1 | . | -20 | -2 | -9 | -46 | -5 | 11 | 2 | -5
N=c1n(Cc2ccccc2)c2ccccc2n1CC(O)c1ccco1 (centres undefined) | -16 | -23 | -3 | 4 | -59 | -1 | 2 | -3 | -1
COc1ccc2oc(-c3ccccc3[N+](=O)[O-])cc(=O)c2c1 | -6 | 0 | 2 | -3 | 0 | 18 | 0 | -5 | 0
COCCOC(=O)c1c(C)nc(SCC(=O)Nc2ccc(C)cc2)c(C#N)c1-c1ccco1 | -17 | 3 | -3 | 0 | -7 | -4 | 4 | -3 | 1
CCOc1ccc2nc(NC(=O)CS(=O)(=O)c3ccccc3)sc2c1 | -6 | -23 | 2 | 2 | -24 | 0 | 0 | -4 | -3
Cc1ccc(-c2cc(C(=O)N3CCN(c4ncccn4)CC3)c3ccccc3n2)cc1 | 4 | -1 | -8 | 0 | 9 | 1 | 1 | -6 | -4
COc1cccc(-c2cc(C(F)(F)F)n3ncc(C(=O)N4CCc5ccccc5C4)c3n2)c1 | 0 | -18 | -5 | -2 | -15 | 12 | 0 | -4 | -6
Cc1cc(C)cc(NC(=O)OCCN2CCN(Cc3ccccc3)CCC2=O)c1 | . | 1 | -5 | -6 | 8 | -4 | 2 | 5 | 0
O=C(CSc1nnnn1C1CCCC1)N1CCCc2ccccc21 | -15 | -5 | -1 | 0 | -8 | 1 | -3 | -3 | 0
CCc1nnc(NC(=O)c2ccc3c(c2)C(=O)N(CC(C)C)C3=O)s1 | -5 | 10 | -1 | 0 | 15 | 1 | -2 | -8 | 5
CCCCCNC(=O)c1ccc2c(=O)[nH]c3c(C(=O)NCC4CCCO4)sc(=S)n3c2c1 (centres undefined) | -12 | 0 | -7 | -23 | 6 | 2 | 0 | 2 | 0
Cc1cccc(-n2c(CNC(=O)c3ccc(S(=O)(=O)N(C)C)cc3)nnc2SCC(=O)Nc2ccc(F)cc2)c1 | 12 | -9 | -3 | 1 | 8 | -2 | -1 | -8 | 1
Cc1ccc(-c2cc(C(F)(F)F)n3nc(C(=O)N4CCCC4)cc3n2)cc1 | . | -7 | . | . | -13 | 1 | 6 | -2 | 2
CCCNC(=O)OCc1cccnc1Sc1ccc(C)cc1 | -6 | -13 | -1 | 2 | 9 | 28 | 4 | -3 | 1
Cc1nn(C)c(C)c1-c1c(C#N)c(N)nc2c1CCCCCC2 | 8 | 5 | -4 | 3 | 22 | 0 | 1 | 5 | 1
O=C(CCC1CCCN(Cc2cccc(Cl)c2)C1)NCc1ccccc1F (centres undefined) | 11 | -4 | 2 | -1 | -20 | 17 | . | -5 | -5
CCc1ccc(N(C(=O)CCC(=O)Nc2cc(C)on2)C(C(=O)NC2CCCC2)c2ccco2)cc1 (centres undefined) | -2 | 7 | -2 | 4 | -9 | 10 | 6 | -3 | 0
CC(C)(C)c1ccc(/C=N/NC(=O)Cc2c[nH]c3ccccc23)cc1 | -16 | -8 | -2 | 6 | -9 | 2 | -1 | -4 | 2
CN(C)NC(=O)C(NC(=O)c1ccccc1)C12CC3CC(CC(C3)C1)C2 (centres undefined) | 0 | 0 | -2 | 1 | -3 | 28 | 2 | -4 | 7
Cc1ccc(CCN2CC(C(=O)NCc3cccnc3)CC2=O)cc1 (centres undefined) | . | -2 | . | . | 11 | 2 | -5 | -7 | 3
Cn1c(=O)c2c(nc(Cl)n2CC(=O)N2CCCCC2)n(C)c1=O | 1 | -4 | 1 | 3 | -10 | 15 | 2 | -3 | -1
CCOC(=O)c1cnc(SCC(=O)Nc2nc(C)c(C)s2)nc1N | -15 | -8 | -8 | -4 | -15 | 2 | -4 | -8 | 2
CC(C)(C)NC(=O)CN(C(=O)c1ccc(Cl)nc1)c1cccc2ccccc12 | -7 | 0 | . | . | 4 | 25 | 0 | -4 | -5
CC(=O)c1ccc(OCC(C)C)c(CN2CCCCC2)c1 | -17 | 8 | 1 | 0 | -6 | 2 | 6 | -3 | -2
CCOC(=O)Nc1sc2c(c1C#N)CCC(C)C2 (centres undefined) | 0 | 9 | . | 1 | -4 | 1 | 4 | -5 | 0
O=C(NNC(=O)C1CC=CCC1C(=O)O)c1ccc(Cl)cc1 (centres undefined) | -26 | -1 | 1 | 2 | -4 | 30 | 0 | -8 | 2
O=C(NCc1ccc2c(c1)OCO2)C1CC(=O)N(C2CCCCCCC2)C1 (centres undefined) | -3 | -14 | 0 | -3 | -4 | 1 | 13 | -10 | -6
CN(C)S(=O)(=O)c1cccc(-c2nn(-c3ccccc3)cc2/C=C(/C#N)C(=O)NCc2ccco2)c1 | 0 | -7 | -10 | -1 | -20 | 3 | 3 | -5 | 2
O=[N+]([O-])c1ccc(-n2cccn2)c(-c2nn[nH]n2)c1 | -8 | 5 | -1 | 0 | 13 | 10 | -3 | -7 | 6
CC(C)OP(=O)(Nc1cccc2ccccc12)OC(C)C | -10 | 7 | -4 | 4 | 2 | -8 | 3 | 2 | -1
COc1ccc(/C=N/NC(=O)c2ccn[nH]2)cc1Cn1cc([N+](=O)[O-])cn1 | 1 | -3 | 4 | 1 | 16 | 28 | . | -10 | 6
CCCn1nc2cc(C(=O)NCc3ccc(C)cc3)ccc2c1OCC | -7 | -17 | . | 3 | -18 | 3 | 6 | -1 | 0
CN1CCN(C(=O)/C=C\c2ccc(Cl)cc2)CC1 | -14 | -9 | -1 | -2 | 0 | -2 | 5 | -7 | -1
O=C(Cc1cccc2ccccc12)N1CCN(c2ncccn2)CC1 | -1 | 1 | 0 | -3 | -9 | 21 | 7 | -8 | 1
S=c1[nH]nc(CN2CCCCC2)n1Cc1ccccc1 | -2 | 2 | 1 | 6 | 8 | 23 | 1 | -4 | 5
O=C(OCC(=O)c1ccc[nH]1)c1ccc(S(=O)(=O)N2CCCCCC2)cc1 | -20 | -6 | -2 | 0 | 30 | -2 | 2 | -9 | -4
COC(=O)c1ccc(OCC(=O)Nc2nn(-c3ccccc3)nc2C(N)=O)cc1 | -3 | -2 | -2 | -2 | -1 | -8 | -1 | -13 | -7
CC1(C)CC(=O)c2cc(OCC(=O)NCc3cccnc3)ccc2O1 | -7 | -13 | 2 | 7 | 12 | 0 | -5 | 13 | 0
CCOC(=O)c1[nH]c2ccc(Br)cc2c1NC(=O)CNC | -8 | 16 | 1 | -1 | -21 | 0 | 8 | 1 | 1
Cc1c(C#N)c(N)nc(Cl)c1C#N | -28 | 7 | 0 | -5 | -4 | 24 | -3 | 0 | 6
Cc1ccc(S(=O)(=O)Nc2cc(=O)[nH]c(SCC(=O)Nc3cccc(C)c3)n2)cc1 | -9 | -19 | 0 | 3 | 3 | 26 | . | -16 | 7
C#CCOc1c(Br)cc(/C=N/O)cc1OCC | -14 | 1 | -1 | -8 | -25 | 4 | 3 | -11 | -6
CCOC(=O)c1[nH]c2ccc(OC)cc2c1NC(=O)CN1CCSCC1 | 12 | 7 | -1 | -2 | 3 | 1 | 1 | -4 | 0
COCCCNC(=O)CCn1c(=O)c2ccccc2n(CC(=O)Nc2ccccc2C)c1=O | 10 | 2 | 1 | 1 | 10 | -1 | -4 | -5 | -4
CCOC(=O)C1=NN(c2ccc(OC)cc2)C(c2ccccc2)CC1=O (centres undefined) | 9 | 6 | -7 | -10 | -21 | 9 | 4 | -4 | -2
CCCn1c(N)c(C(c2ccc(C(=O)OC)cc2)N2CCN(c3ccccc3)CC2)c(=O)[nH]c1=O (centres undefined) | -15 | 2 | -5 | -6 | 5 | 1 | -8 | -4 | 0
CCCCC1=CC2=CC(=O)C(C)(OC(=O)CC)C(=O)C2=CN1Cc1ccccc1 (centres undefined) | -6 | . | 2 | 6 | . | 25 | . | . | .
COc1ccc(NC(=O)CC2C(=O)OCC3CCCCN32)cc1Cl (centres undefined) | -5 | 9 | 2 | -2 | 13 | -1 | 2 | -4 | 5

Source: PubChem
